Source: PubChem BioAssay (Sanford-Burnham Center for Chemical Genomics)
UPR CHOP act: activators of apoptotic arm of unfolded protein response (CHOP); CHO-CHOP luciferase reporter, UPR activation, luminescence; percent of tunicamycin response over DMSO baseline; activation, % at 10 µM; 330,000 compounds, 0.34% hits;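 active means at 10 µM dose, activation of 40% or more, normalized to positive control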;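 further: 100% = tunicamycin at 10 µg/mL and 0% = DMSO alone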
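Assay system: CHO-CHOP cells, stable luciferase reporter of PERK-eIF2a-CHOP signalling / Buffer or medium: F12 plus 10% serum / Compound dosing: one dose, 10 µM in 0.5% DMSO / Times: 6 h compound treatment, 37 °C / Technique: luciferase luminescence / Read-out: % reporter activation, DMSO baseline versus tunicamycin full activation / Benchmarks: tunicamycin and DMSO controls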
UPR XBP1 act: activators of adaptive arm of unfolded protein response (XBP1); AID 463104; CHO-XBP1 luciferase reporter, IRE1-XBP1 UPR activation, luminescence; percent of tunicamycin response, DMSO as zero; activation, % at 20 µM; 330,000 compounds, 0.33% hits;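 active means versus positive control, 20 µM dose yields 30% or more activation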;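 further: 100% = tunicamycin at 10 µg/mL and 0% = DMSO only wells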
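Assay system: IRE1-XBP1 luciferase reporter CHO line. Input: 1000 cells/well. Buffer or medium: F12 with 10% serum. Doses: 20 µM, 1% DMSO. Times: overnight seeding at 37 °C, 6 h compound treatment at 37 °C. Technique: Steady-Glo luciferase glow luminescence, 10 min after reagent addition.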
tim23-1 inh: tim23-1 yeast growth inhibition | S. cerevisiae tim23-1 growth, BacTiter-Glo luminescence, 24 h | inhibition, % at 20 µM | 330,000 compounds, 1.3% hits;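 active means growth inhibition of the mutant yeast at or above 50%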;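 further: temperature-sensitive mutant grown at 25 °C; plate controls were DMSO-treated mutant yeast for no effect and medium wells lacking yeast for full effect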
Jurkat NFkB inh: lowers PMA/ionomycin-induced NF-kB signal in Jurkat cells; PMA/ionomycin-induced NF-kB luciferase reporter, luminescence; inhibition, % at 4 µM; 330,000 compounds, 0.53% hits; in the data active means inhibition above about 50%
Mdm2 MdmX PPI: inhibitors of human Mdm2/MdmX interaction; O15151+Q00987; SaOS-2 split-luciferase Mdm2/MdmX complementation, luminescence; inhibition, % at 8 µM; 330,000 compounds, 3% hits;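 active means inhibition of at least 50% at 8 µM in the primary screen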
Target sequence (O15151 whole entry, looked up): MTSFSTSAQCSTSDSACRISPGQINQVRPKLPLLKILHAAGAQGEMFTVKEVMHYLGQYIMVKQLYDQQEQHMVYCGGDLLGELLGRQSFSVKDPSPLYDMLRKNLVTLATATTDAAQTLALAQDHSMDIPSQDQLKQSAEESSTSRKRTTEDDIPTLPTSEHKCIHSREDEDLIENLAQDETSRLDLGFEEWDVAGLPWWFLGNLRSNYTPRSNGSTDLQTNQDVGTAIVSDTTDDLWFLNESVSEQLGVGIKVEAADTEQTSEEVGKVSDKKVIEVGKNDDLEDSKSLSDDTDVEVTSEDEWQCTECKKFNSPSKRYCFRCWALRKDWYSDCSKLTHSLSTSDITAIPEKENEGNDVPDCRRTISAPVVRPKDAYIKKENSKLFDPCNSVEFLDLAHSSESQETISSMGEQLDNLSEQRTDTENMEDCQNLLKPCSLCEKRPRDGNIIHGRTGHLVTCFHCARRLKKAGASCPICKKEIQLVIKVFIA
Target sequence (Q00987 whole entry, looked up): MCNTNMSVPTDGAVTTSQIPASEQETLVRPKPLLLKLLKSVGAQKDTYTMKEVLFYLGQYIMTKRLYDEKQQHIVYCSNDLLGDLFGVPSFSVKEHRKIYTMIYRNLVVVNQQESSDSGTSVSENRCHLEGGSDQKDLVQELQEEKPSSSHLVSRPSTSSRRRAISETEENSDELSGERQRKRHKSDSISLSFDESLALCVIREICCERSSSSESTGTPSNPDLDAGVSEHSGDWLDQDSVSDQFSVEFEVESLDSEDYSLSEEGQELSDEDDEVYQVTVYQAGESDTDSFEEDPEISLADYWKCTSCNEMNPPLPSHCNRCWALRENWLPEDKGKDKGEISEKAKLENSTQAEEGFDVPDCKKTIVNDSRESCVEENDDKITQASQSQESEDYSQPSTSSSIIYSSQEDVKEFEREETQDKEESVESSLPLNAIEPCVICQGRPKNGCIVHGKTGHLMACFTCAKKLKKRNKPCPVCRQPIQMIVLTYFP
tim10-1 inh: inhibits growth of tim10-1 mutant yeast; S. cerevisiae tim10-1 ts strain growth, BacTiter-Glo, 24 h; inhibition, % at 20 µM; 330,000 compounds, 2.2% hits;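 active means inhibition of at least 40%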;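 further: mutant grown at 25 °C; 0% = DMSO wells with yeast and 100% = wells holding no yeast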
697 NFkB inh: lowers PMA/ionomycin-induced NF-kB signal in 697 B cells; 697 B-cell NF-kB luciferase reporter, 16 h; inhibition, % at 4 µM; 330,000 compounds, 0.33% hits; AID 435022; in the data active means inhibition above about 35%
TIM10 inh: TIM10 yeast growth inhibition | inhibition, % at 10 µM | S. cerevisiae TIM10 strain growth, BacTiter-Glo luminescence, 24 h | 330,000 compounds, 1.4% hits | AID 463195;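 active means inhibition of 40% or more at the single tested concentration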;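 further: wild-type TIM10 isogenic control strain grown at permissive 25 °C; 0% = DMSO yeast wells and 100% = minimal medium wells without yeast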
The depositor's hits bear a star.

Second line of a record: UPR CHOP act | UPR XBP1 act | tim23-1 inh | Jurkat NFkB inh | Mdm2 MdmX PPI | tim10-1 inh | 697 NFkB inh | TIM10 inh
1	CN1CCN(C(=S)NC(=O)c2ccc(Cl)cc2)CC1
    0.3 | 2 | -16 | 2 | -5 | -11 | -6 | 9
2	O=S(=O)(Cc1ccccc1)Nc1cccc(Br)c1
    -0.1 | -4 | 31 | -2 | 19 | 27 | 0 | 18
3	O=C(CSc1nc2c(cnn2-c2ccccc2)c(=O)[nH]1)N1CCOCC1
    -0.4 | 1 | 5 | -11 | 2 | -2 | -12 | -14
4	CN(C)CCN(C(=O)c1cccc(Cl)c1)c1nc2c(Cl)cccc2s1
    3.3 | -2 | 8 | 12 | 7 | -18 | -4 | -11
5	COc1cccc(NC(=O)c2cccc(N3C(=O)C4CCC(C)CC4C3=O)c2)c1 (stereo not drawn)
    0.0 | -3 | 15 | 22 | -12 | 3 | 11 | 22
6	Cc1nn(-c2ccccc2)c(Cl)c1/C=N/NC(=O)CNc1n[nH]c(=O)[nH]c1=O
    -0.6 | 3 | 0 | 6 | -7 | 0 | 9 | 3
7	CN(C)C(=O)/C(=C\c1cccc(Oc2ccccc2)c1)NC(=O)c1ccccc1
    1.4 | 0 | 24 | -5 | 6 | 14 | -25 | 8
8	C(=N\Nc1nc(Nc2ccccc2)nc(Nc2ccccc2)n1)/c1ccncc1
    -0.3 | 3 | -2 | -21 | 29 | -12 | 20 | -13
9	Cc1ccc(C)c(NC(=O)CCN2CCCC(C)C2)c1 (stereo not drawn)
    2.0 | -2 | 2 | -3 | -5 | 0 | 7 | 3
10	Cc1ccc2cccc(Oc3ncnc4scc(-c5ccccc5)c34)c2n1
    -1.8 | -4 | 44 | 11 | -6 | 23 | -15 | 23
11	CC(=O)c1cnn(-c2ccc(Cl)c(Cl)c2Cl)c1C
    0.4 | 4 | 14 | 4 | -8 | -17 | -10 | -10
12	COc1ccccc1N1CCN(C(=O)c2ccc(Cl)c(S(=O)(=O)N3CCCC3)c2)CC1
    -1.7 | -2 | 14 | 0 | 18 | 22 | -12 | 11
13	CC(C)(C)n1ncc2c(=O)n(CC(=O)NCCc3ccccc3)cnc21
    0.4 | 2 | 18 | -20 | 0 | 9 | -7 | -6
14	CC(=O)c1ccc(OCc2cc(C(=O)N3CCN(C4CCCC4)C(=O)C3)no2)cc1
    3.6 | -2 | 3 | -12 | -39 | -10 | -26 | -1
15	CCOC(=O)c1c(C(=O)OCC)c(C)n(Cc2cc(OC)c(OC)c(OC)c2)c1C
    -1.1 | -1 | 13 | -11 | -9 | 11 | -27 | -7
16	CCn1nnnc1SCC(=O)Nc1cccc(NC(C)=O)c1
    0.1 | 0 | 6 | 3 | 14 | -6 | -9 | 8
17	Cc1cccc(CC(=O)c2c[nH]c3ccccc23)c1
    3.3 | 1 | 22 | -5 | 36 | 13 | -10 | 16
18	COCc1cc(=O)[nH]c(-c2csc(C)n2)n1
    -1.5 | 3 | 5 | 10 | 21 | -12 | -1 | 7
19	CCc1cc(=O)[nH]c(SCCC(F)=C(F)F)n1
    0.4 | -2 | 18 | -11 | -4 | 16 | 2 | 0
20	CC(C)(C)OC(=O)N1CCC(NC(=O)c2nc[nH]c2C(=O)NC2CCN(C(=O)OC(C)(C)C)CC2)CC1
    -0.3 | -1 | 13 | -2 | 7 | 16 | 11 | 2
21	COc1ccc(C(=O)N/N=C/c2ccccn2)cc1OC
    1.9 | 2 | 9 | -6 | 13 | -8 | 6 | 4
22	O=C(CSc1ncccn1)NC(=O)Nc1ccc2c(c1)OCCO2
    2.7 | -2 | 22 | -14 | -23 | -11 | -6 | -1
23	CN1CCN(C(=O)c2ccc(N3CCCC3=O)cc2)CC1
    0.5 | 1 | 4 | -2 | -7 | 8 | -1 | -15
24	Cn1cc(C(=O)O)c(-c2ccc3c(c2)OCCCO3)n1
    -0.3 | -2 | -2 | 19 | 22 | -10 | 19 | 6
25	O=C(COC(=O)c1ccccc1F)NCc1ccc2c(c1)OCO2
    1.9 | -1 | 11 | -2 | -2 | 12 | 17 | -2
26	Fc1ccc(CNc2nc3ccccc3n3cnnc23)cc1
    4.2 | 3 | 11 | -3 | 21 | 8 | 6 | -5
27	COC(=O)c1c(NC(=O)C(Cl)Cl)sc2c1C(C(=O)OC)CC2 (stereo not drawn)
    45* | 18 | 10 | 7 | 38 | 16 | 18 | 9
28	CCc1[nH]c(=S)c(C#N)c2c1CCCC2
    -1.4 | -2 | -7 | 11 | 10 | 8 | 10 | 12
29	Cc1ccc(Cn2c(O)c(N=NC(=S)Nc3ccccc3F)c3ccccc32)cc1
    1.3 | 0 | -7 | 5 | 57* | 14 | -15 | 7
30	O=C1OCc2ccc(NS(=O)(=O)c3ccc(C(F)(F)F)cc3)cc21
    2.9 | 1 | 7 | 9 | 0 | 2 | -2 | 7

Additional compounds.
Second line of a record: UPR CHOP act | UPR XBP1 act | tim23-1 inh | Jurkat NFkB inh | Mdm2 MdmX PPI | tim10-1 inh | 697 NFkB inh | TIM10 inh
31	CCN1C(=O)/C(=C/c2ccc(OCc3ccc(C(=O)O)cc3)c(Cl)c2)NC1=S
    2.7 | 0 | 6 | -1 | -2 | 2 | 12 | 15
32	O=[N+]([O-])c1ccccc1NCc1ccc(Cl)cc1
    3.1 | 11 | 14 | -18 | -32 | 8 | 10 | 13
33	Nc1cc(OC(=O)c2ccc(F)cc2)nn1S(=O)(=O)c1ccc(F)cc1
    -0.5 | -2 | 47 | 5 | 26 | 33 | 17 | 35
34	Cc1nn(Cc2ccc(Cl)cc2)c(C)c1NC(=O)C(c1ccccc1)c1ccccc1
    2.4 | -1 | 23 | 2 | -6 | 33 | -59 | 4
35	COCCN(C/C=C/c1ccccc1)C/C=C/c1ccccc1
    0.4 | -2 | 19 | 14 | 25 | -2 | -1 | -23
36	CCCCOc1cccc(C(=O)NC(=S)Nc2cccc(NC(=O)c3ccccc3Cl)c2)c1
    -1.6 | -2 | 0 | 8 | 41 | 6 | -18 | 6
37	O=C(Nc1ccc(O)cc1)c1ccc(NC(=O)C2CCCO2)cc1 (stereo not drawn)
    1.0 | -8 | -4 | -19 | -2 | -9 | 11 | 2
38	CC(C)CC(=O)OCc1cn(-c2ccccc2)nn1
    0.9 | 1 | 0 | -8 | -30 | 13 | -10 | 12
39	O=C(C[n+]1cc(-c2ccc(F)cc2)n2c1CCC2)Nc1nc(-c2ccc(F)cc2)cs1
    1.0 | -1 | 6 | -1 | -15 | 14 | -20 | -9
40	COc1ccc(S(=O)(=O)Nc2ccccc2C(=O)NC(C)(C)C)cc1OC
    -0.2 | -3 | 17 | -3 | 6 | 12 | 10 | 8
41	COc1ccc(C(=O)CCC(=O)Nc2ccc(N3CCCCC3)cc2)cc1OC
    1.3 | -4 | 29 | -13 | -18 | 20 | 1 | 2
42	NNc1nc(N)c2c(n1)-c1ccccc1CC21CCCC1
    -3.2 | 1 | 4 | 9 | 11 | 27 | -4 | 24
43	CN(C(=O)COC(=O)c1ccc(Br)o1)c1c(N)n(Cc2ccccc2)c(=O)[nH]c1=O
    -1.3 | -1 | 8 | -3 | -4 | -3 | 6 | 0
44	Cc1cc(C)cc(N(C(=O)c2csnn2)C(C(=O)NC(C)(C)C)c2cccs2)c1 (stereo not drawn)
    -1.1 | -1 | 16 | 1 | -11 | 12 | 15 | -5
45	Nc1nonc1OCCOCCOCCOc1nonc1N
    0.3 | -4 | 12 | -8 | -15 | 11 | -1 | 11
46	CC(C)OCCCn1c(NN)nc2ccccc2c1=O
    0.8 | 3 | 19 | 4 | -11 | 21 | -1 | 22
47	COc1cc(CNc2ccc(N3CCOCC3)cc2)cc(Br)c1OC
    0.9 | 0 | 12 | 9 | 6 | 2 | 5 | -1
48	COc1ccc(C2N(C(C)=O)CCN2S(=O)(=O)c2ccc(C)cc2)cc1 (stereo not drawn)
    -0.9 | -2 | 3 | -14 | -1 | 8 | -29 | -11
49	C/C(=N\NC(=O)C(O)(c1ccccc1)c1ccccc1)c1ccc(C)o1
    1.4 | 1 | 18 | -7 | 21 | 30 | -11 | 21
50	O=c1c2ccccc2c(C=Nc2ccccc2O)c(O)n1-c1nccs1
    0.5 | 1 | -2 | -3 | -2 | 6 | 4 | -7
51	C/C(CC(=O)Nc1cccc(F)c1)=N\NC(=O)C(=O)NC1CCCCC1
    -1.9 | -3 | 18 | -6 | 11 | 15 | 11 | 9
52	O=C1CCC(C(=O)N2CCc3ccccc3C2)CN1CCCN1CCOCC1 (stereo not drawn)
    -0.4 | -3 | 1 | -5 | 5 | 10 | -6 | 5
53	Fc1ccccc1N1CCN(Cc2cccnc2)CC1
    -1.7 | 0 | 7 | -11 | -2 | 1 | -9 | -3
54	COc1cc(OC)c2c(c1)OC(c1ccc(OC)c(OC)c1)C(O)C2=O (stereo not drawn)
    -1.2 | 3 | 5 | -6 | 21 | 20 | 4 | 3
55	COc1ccccc1-n1nc(C)c(-c2ccccc2)c1N
    -0.5 | -3 | 6 | -12 | 11 | 7 | -5 | -7
56	O=C1c2oc3ccc(Cl)cc3c(=O)c2C(c2cccc(Br)c2)N1CCO (stereo not drawn)
    0.5 | -2 | 27 | 0 | -1 | 34 | -11 | 21
57	COc1ccccc1/C=C1\SC(=S)N(CC(=O)Nc2nnc(C)s2)C1=O
    -0.9 | -3 | -10 | 1 | 94* | 12 | 72* | -20
58	CCOc1ccc(S(=O)(=O)Nc2cccc(C(=O)NCCCN3CCCC3=O)c2)cc1
    -1.3 | -3 | 14 | 22 | 9 | 6 | 9 | 10
59	CCN1C(C(=O)c2ccccc2)=C(Nc2ccccc2C)c2ccccc2S1(=O)=O
    -3.1 | 1 | 22 | -12 | 9 | 8 | 6 | -10
60	COc1cccc(-c2nn3c(-c4cc(C)[nH]n4)nnc3s2)c1
    -2.5 | -2 | 0 | 0 | 9 | 2 | -30 | 4

Printed as active in 697 NFkB inh, of those listed so far:
item	SMILES	Jurkat NFkB inh	Mdm2 MdmX PPI	tim10-1 inh	697 NFkB inh
57	COc1ccccc1/C=C1\SC(=S)N(CC(=O)Nc2nnc(C)s2)C1=O	1	94*	12	72*

Further entries follow.
Second line of a record: UPR CHOP act | UPR XBP1 act | tim23-1 inh | Jurkat NFkB inh | Mdm2 MdmX PPI | tim10-1 inh | 697 NFkB inh | TIM10 inh
61	NNC(=O)CNC(c1ccccc1)c1cc(Br)ccc1NC(=O)c1cccc(Cl)c1 (stereo not drawn)
    2.8 | -4 | 22 | 2 | 3 | 11 | 21 | 12
62	Cc1cccc2cc(CN(Cc3nnnn3Cc3ccco3)C3CCCC3)c3nnnn3c12
    -1.1 | 0 | 34 | -10 | 0 | 32 | -23 | 27
63	CCC(C)(C)C(=O)Nc1ncc(S(=O)(=O)c2ccc([N+](=O)[O-])cc2)s1
    3.5 | -2 | 16 | 7 | -1 | 42* | -12 | 16
64	Cc1cc(C)c(COCc2cc(/C=N/O)c(C)cc2C)cc1/C=N/O
    1.4 | -4 | 25 | -5 | -4 | 0 | -12 | 11
65	CCC[C@@H](CN1CCC[C@H]1CN1C(N)=NC[C@@H]1Cc1ccccc1)N1C[C@@H](Cc2ccccc2)N(CCCC2CCCC2)C1=N
    0.7 | -1 | -87 | -9 | 11 | -26 | 11 | -14
66	CS(=O)(=O)N(CC(=O)NC1CC1)C1CCCCC1
    -0.2 | -2 | 0 | 3 | 5 | -1 | -14 | -4

Limited to TIM10 inh and Mdm2 MdmX PPI, for some of the entries so far:
| cpd | SMILES | TIM10 inh | Mdm2 MdmX PPI |
| --- | --- | --- | --- |
| 63 | CCC(C)(C)C(=O)Nc1ncc(S(=O)(=O)c2ccc([N+](=O)[O-])cc2)s1 | 16 | -1 |
| 64 | Cc1cc(C)c(COCc2cc(/C=N/O)c(C)cc2C)cc1/C=N/O | 11 | -4 |
